Screening data (PubChem)
PDI inh: PDI (human) enzyme inhibition. P07237. PDI insulin aggregation turbidity, A650, 90 min. inhibition, % at 10 µM. 350,000 tested, 0.052% active. AID 588391;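 active = mean inhibition across replicates of 30% or more, whatever share of single replicates reach that level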;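 note: absorbance from insulin aggregation driven by PDI reduction with DTT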
Cardio protect: modulators protecting cardiomyocytes from myocardial damage; protection from H2O2 cell death, % at 20 µM; AID 588492; H9c2 cardiomyocytes, H2O2 injury protection, ATPLite, 2 h; 360,000 tested, 0.63% active;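 active = compounds giving at least 50% protection of heart cells from peroxide-induced death in the single-dose screen, raw or plate-pattern-corrected value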;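 note: 0% = DMSO wells with peroxide and 100% = DMSO wells without peroxide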
CaV13 ICDI inh: Disruptors of the CACNA1D IQ motif to Ca2+-dependent inactivation inhibitor domain association, primary screening, Förster resonance energy transfer in intact living …; HEK cells, CFP/YFP FRET ICDI-IQ, plate reader, 10 min; percent FRET-ratio fall versus neutral wells; inhibition, % at 12.3 µM; 340,000 tested, 0.098% active;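 active = mean replicate inhibition of at least 30% and at least 1% of replicates passing that level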;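 note: 0% = median of the neutral control wells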
Vif inh: HIV Vif inhibition; HEK293T cells, Vif self-association by quenched fluorescence, imaging, 24 h; inhibition, % at 7.49 µM; 340,000 tested, 0.35% active; in the data active = inhibition above about 50%, passing the limit was not always enough; note: some results filed as inactive read as strong as hits
Exocytosis inh: lytic granule exocytosis inhibition; TALL-104 LAMP-1 surface exposure, flow cytometry; cells stimulated with thapsigargin and PMA; inhibition, % at 10 µM; 360,000 tested, 0.66% active;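 active = inhibition above about 55%, limit read from the data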
m5-HT2A agonist: mouse HTR2A agonism via beta-arrestin recruitment | CHO-K1 mHTR2A beta-arrestin complementation, luminescence; percent of 30 µM serotonin response | P35363 | AID 624169 | 360,000 tested, 0.66% active | activation, % at 7.6 µM;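 active = activation above a run cutoff, the mean activation of all tested compounds plus 3 SD, cut at about 14% in these data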;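 note: 0% = plate median of compound wells and 100% = 30 µM serotonin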
ABCB6 inh MLPCN: human ABCB6 transporter inhibition. fluorescence ratio to DMSO, % at 10 µM. K562-ABCB6 porphyrin accumulation, flow cytometry, 1 h; hits give low values. 360,000 tested, 0.19% active. Q9NP58;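 active = fluorescence ratio to DMSO below 75%, the collection mean minus 3 SD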;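 note: signal is porphyrin accumulated inside mitochondria; 100% equals median channel fluorescence of DMSO control wells; lower ratio means ABCB6 inhibition with less porphyrin fluorescence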
Target sequence (Q9NP58 whole entry, looked up): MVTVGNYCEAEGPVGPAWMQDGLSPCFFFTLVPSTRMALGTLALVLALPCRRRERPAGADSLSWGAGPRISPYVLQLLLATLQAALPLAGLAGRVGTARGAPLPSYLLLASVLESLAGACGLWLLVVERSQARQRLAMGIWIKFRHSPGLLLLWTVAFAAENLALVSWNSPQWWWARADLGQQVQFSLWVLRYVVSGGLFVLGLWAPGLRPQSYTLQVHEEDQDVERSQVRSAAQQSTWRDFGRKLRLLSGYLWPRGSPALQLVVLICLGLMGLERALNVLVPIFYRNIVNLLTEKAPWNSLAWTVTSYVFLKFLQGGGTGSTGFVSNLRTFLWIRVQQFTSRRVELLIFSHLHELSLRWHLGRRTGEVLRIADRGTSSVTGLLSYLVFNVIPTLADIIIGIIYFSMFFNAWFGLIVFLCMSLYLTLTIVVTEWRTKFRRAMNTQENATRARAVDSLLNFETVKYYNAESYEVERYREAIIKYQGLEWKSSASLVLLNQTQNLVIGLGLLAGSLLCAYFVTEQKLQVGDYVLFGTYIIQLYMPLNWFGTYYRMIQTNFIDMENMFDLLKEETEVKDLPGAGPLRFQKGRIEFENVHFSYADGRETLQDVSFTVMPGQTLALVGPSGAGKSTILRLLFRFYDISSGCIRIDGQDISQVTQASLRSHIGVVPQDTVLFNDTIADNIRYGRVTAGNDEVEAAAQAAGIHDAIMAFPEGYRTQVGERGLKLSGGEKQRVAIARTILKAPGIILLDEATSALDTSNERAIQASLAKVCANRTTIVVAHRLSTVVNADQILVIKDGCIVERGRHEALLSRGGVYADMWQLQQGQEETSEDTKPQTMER
aDG glyco act: alpha-DG glycosylation activation; Pro5-aDG cells, alpha-DG glycosylation AlphaScreen (IIH6); 0% Pro5, 100% B10-LARGE cell signal; activation, % at 10 µM; 360,000 tested, 0.22% active; AID 624168;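 active = activation of at least 8% versus controls, or a plate z-score of at least 8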;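 note: Pro5 are CHO cells carrying HIG-tagged alpha-DG that lacks glycosylation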
iPSC survival up: enhancers of human iPSC single-cell survival. hiPSC single-cell survival, ATPlite luminescence; 100% = ROCK inhibitor wells, 0% = DMSO. survival enhancement, % at 20 µM. 360,000 tested, 0.044% active; in the data active = survival enhancement above about 18%;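 note: cells exposed to compounds for 16 hours before the ATP read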
Glyco luc inh: N-linked glycosylation inhibition | D54 ERlucT glycosylation luciferase reporter, 24 h; percent of 100 nM tunicamycin response | 360,000 tested, 0.23% active | reporter increase, % at 12.5 µM | AID 588692;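 active = mean luciferase reporter signal, scaled so untreated is 0 and the glycosylation-blocking control 100, at or above a set limit in every replicate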;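 note: luciferase carries N-glycosylation sites so blocking glycosylation raises the light; 0% = median of neutral control wells and 100% = median of 100 nM tunicamycin wells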
* = called active by the depositor; . = no result given. Random draw from the library; any-hit rate near 3.1%.

SMILES	PDI inh	Cardio protect	CaV13 ICDI inh	Vif inh	Exocytosis inh	m5-HT2A agonist	ABCB6 inh MLPCN	aDG glyco act	iPSC survival up	Glyco luc inh
O=C(COc1cccc2cccnc12)NCC(F)(F)F	3	-5	-5	3	6	3	98	-0.1	2.7	1
COC1=CC(=O)OC(c2cccc([N+](=O)[O-])c2)C1 (centres undefined)	.	.	-15	.	-2	-5	.	0.0	.	.
COc1cc(C(=O)NCCc2ccc3c(c2)OCCO3)ccc1OCC(=O)N1CCOCC1	12	4	-8	1	0	2	93	-0.4	-1.4	2
O=C(NN(C(=O)c1ccccc1)c1cccs1)c1ccccc1	1	-2	-6	0	0	-7	95	0.2	-0.8	-1
CN(CC(=O)Nc1cccc(F)c1)C(=O)c1ccc(N2C(=O)c3ccccc3C2=O)cc1	-3	-4	-2	-9	-2	5	98	5.1*	-1.0	0
COc1cc(/C=C/C(=O)OCC(=O)NCCCc2ccccc2)cc(OC)c1OC	0	0	-15	7	2	1	100	-0.4	-0.4	2
CN(C)c1nc(NCc2ccccc2)nc(SCC(N)=O)n1	-2	-1	-7	0	1	1	100	-0.1	-0.4	-3
O=C(O)/C=C/c1cccc2c1OCCO2	1	0	-5	-2	2	7	103	-0.1	-0.5	0
CC(CCc1ccco1)NC(=O)CCc1nnc2ccc(NCc3ccccc3)nn12 (centres undefined)	11	-2	-6	0	-3	-1	97	-0.1	0.0	5
O=C(N/N=C/c1cccnc1)c1ccco1	-2	0	14	0	14	2	95	0.1	0.7	2
COc1cc(OC)cc(C2C(C#N)=C(N)Oc3n[nH]c(-c4cccnc4)c32)c1 (centres undefined)	3	-2	-8	3	-2	-2	98	0.0	-0.4	2
Oc1ccccc1C=Nc1ccccc1-c1nc2ccccc2[nH]1	2	1	-4	-14	-2	-2	105	0.4	-2.2	-9
O=C(NCC1CCCO1)c1cn(Cc2ccccc2)nc1-c1ccccc1 (centres undefined)	-1	-3	-5	20	-4	-4	95	0.1	-0.5	2
COc1ccc(S(=O)(=O)N2CCCCC2)cc1NC(=O)COc1ccccc1	4	-3	-1	-7	-1	-3	98	0.8	-0.6	-3
COc1ccc(NC(=O)CN(C)C(=O)c2ccc(C)c(S(=O)(=O)N3CCCCC3)c2)cc1	-13	2	-6	-4	4	-4	94	0.1	-0.6	1
C=CCn1c(O)c(N=NC(=S)Nc2ccc(OC)cc2)c2ccccc21	3	56*	-5	-2	-2	2	97	2.6	-1.2	5
CC1(C(=O)NC2CCCC2)CCC(=O)N1Cc1cccs1 (centres undefined)	8	-2	-6	-5	1	0	103	0.2	0.3	1
CCN(CC(=O)Nc1c(F)cccc1F)C(=O)C1CC(=O)N(CCc2ccccc2)C1 (centres undefined)	2	1	-15	-9	0	7	96	0.2	0.4	0
Cc1ccc(S(=O)(=O)N(C)/N=C2/C(=O)N(CC(=O)O)c3ccccc32)cc1	-4	-3	-5	-12	-6	5	96	0.0	0.2	-1
Cc1ccccc1CN(C)C(=O)c1ccc2ccccc2n1	9	-1	-3	20	23	3	98	0.0	-0.5	-2
O=C(c1csc2c1CCCCC2)N1CCN(c2ncccn2)CC1	10	7	-7	6	2	2	99	0.0	1.9	-1
C=CCNC(=O)CC(=O)N/N=C/c1cccc(C)c1	3	4	-3	-6	-1	1	99	0.2	-0.4	2
O=C(CSc1oc(-c2ccccc2)nc1S(=O)(=O)c1ccccc1)NCC1CCCO1 (centres undefined)	-8	-4	.	-4	0	2	96	-0.1	0.1	0
Cc1cc2oc(=O)cc(-c3ccccc3)c2c(C)c1-c1ccc(F)c(Cl)c1	-5	-19	-5	-4	-2	10	105	-0.1	3.6	-6
CC(=O)Nc1ccc(NC(=O)c2c(-c3ccccc3Cl)noc2C)c(C)c1	-2	8	-5	.	-1	1	95	0.1	0.0	.
OC(c1ccccc1)c1nc(-c2cccc(C(F)(F)F)c2)cs1 (centres undefined)	-4	-16	-5	-7	-10	-2	102	-0.3	-2.7	0
COCCSc1ccccc1C(=O)Nc1ccc(Cl)cc1	-4	-3	-5	3	4	-5	99	0.1	-0.7	-1
Cc1ccc(S(=O)(=O)N2CCN(C(=O)c3cc(S(=O)(=O)N4CCOCC4)ccc3Cl)CC2)c(C)c1	1	-6	-5	-2	6	9	98	0.6	-2.5	-1
COC(=O)Cn1c(=O)c(C)nc2ccccc21	4	12	-14	0	4	-5	93	-0.1	0.0	2
CCN(CC)S(=O)(=O)c1ccc(NC(=O)COC(=O)c2cc(S(=O)(=O)Nc3ccc(OC)cc3)ccc2O)cc1	1	-17	-4	0	3	-6	96	-0.1	4.1	1

Brought forward from above: 5 entries, then new ones.
SMILES	PDI inh	Cardio protect	CaV13 ICDI inh	Vif inh	Exocytosis inh	m5-HT2A agonist	ABCB6 inh MLPCN	aDG glyco act	iPSC survival up	Glyco luc inh
OC(c1ccccc1)c1nc(-c2cccc(C(F)(F)F)c2)cs1 (centres undefined)	-4	-16	-5	-7	-10	-2	102	-0.3	-2.7	0
COCCSc1ccccc1C(=O)Nc1ccc(Cl)cc1	-4	-3	-5	3	4	-5	99	0.1	-0.7	-1
Cc1ccc(S(=O)(=O)N2CCN(C(=O)c3cc(S(=O)(=O)N4CCOCC4)ccc3Cl)CC2)c(C)c1	1	-6	-5	-2	6	9	98	0.6	-2.5	-1
COC(=O)Cn1c(=O)c(C)nc2ccccc21	4	12	-14	0	4	-5	93	-0.1	0.0	2
CCN(CC)S(=O)(=O)c1ccc(NC(=O)COC(=O)c2cc(S(=O)(=O)Nc3ccc(OC)cc3)ccc2O)cc1	1	-17	-4	0	3	-6	96	-0.1	4.1	1
O=C(Nc1ccccc1C(=O)OC1CCOC1=O)c1ccco1 (centres undefined)	15	4	-4	9	2	2	104	0.2	0.0	4
CC(C)(O)C#Cc1ccc(CN2CCN(CCc3ccccc3)C(CCO)C2)s1 (centres undefined)	0	-5	-4	.	0	-2	101	0.3	-1.4	0
CC(=O)Nc1ccc(S(=O)(=O)N(C)CC(=O)Nc2ccc(F)c(F)c2F)cc1	6	1	-6	4	-4	7	94	0.2	0.2	1
CCCCc1ccc(NC(=O)CSC2=NN3CCCC(=O)N=C3S2)cc1	4	-8	-4	-10	0	1	94	0.2	-0.4	-3
CCOc1ccc(S(=O)(=O)N(CC)CC(=O)NCc2ccncc2)cc1	0	-2	-3	-9	4	-2	92	0.0	-0.1	1
COc1ccnc(Oc2ccccc2)n1	4	1	-3	4	2	-1	94	1.0	-0.2	1
Cc1ccc(S(=O)(=O)NC(C)(C)CSc2ncccn2)cc1	0	13	-3	-3	-3	5	99	0.0	-0.5	-1
CCCOc1ccc(C(=O)NCCN2CCOCC2)cc1	17	-7	-5	-2	-2	-2	99	0.0	-0.5	4
CC1CCCN(S(=O)(=O)c2ccc(NC(=O)CN3CCCCC3)cc2)C1 (centres undefined)	0	8	-5	0	-3	0	97	0.0	-0.6	-5
COC(=O)C1=C(C(=O)OC)[C@@H]2N(C)c3ccccc3[C@@]23C[C@@H](CO)N(C(=O)NCCBr)C3=N1	-9	-12	-9	-1	-4	-1	94	-0.3	0.4	0
CCc1cccc(CC)c1NC(=O)C1CCN(C(=O)c2ccco2)CC1	-16	2	-2	4	4	3	99	0.0	0.3	1
COc1cc(CN(C)Cc2cc(=O)n3ccsc3n2)ccc1OC(F)F	8	-3	-2	1	-1	4	93	0.7	-0.5	-7
Cc1cccc(-c2nc3ccc(C(=O)NCCN4CCN(C)CC4)cc3nc2-c2cccc(C)c2)c1	-8	-13	-2	14	57*	3	100	0.9	-0.1	-4
Oc1ccc(-c2nc3ncccn3c2Nc2ccc3c(c2)OCCO3)cc1	-6	5	-1	-15	-3	1	98	0.0	-0.9	0
CCCOc1ccccc1Nc1nnc(C)c(=O)[nH]1	-12	3	-6	11	5	0	96	0.1	-2.0	-1
CCCCN(C(=O)Nc1ccc(OCC)cc1)C1CCN(C(C)=O)CC1	0	2	-4	1	-9	0	102	-0.2	1.7	-2
COc1ccc(C)cc1NC(=S)N1CCN(S(C)(=O)=O)CC1	3	11	-5	6	5	3	99	0.2	1.7	1
CCOc1ccc(C(C#N)N2CCOCC2)cc1OC (centres undefined)	7	-3	-4	.	0	8	97	1.3	-0.3	3
CN(Cc1cnccn1)C(=O)CC1C(=O)NCCN1Cc1ccc(F)cc1Cl (centres undefined)	-3	1	-5	1	-8	2	104	-0.1	0.2	2
Fc1ccc(-c2nnc(N3CCOCC3)c3ccccc23)cc1F	3	3	-4	12	1	3	97	-0.1	-0.1	0
Cc1onc(-c2ccccc2Cl)c1C(=O)OCC(=O)Nc1ccc2c(c1)OCO2	15	0	-8	-12	-2	3	100	0.1	-0.8	-4
COc1ccc(F)cc1CN1CCN(CC(=O)Nc2ccccc2C(=O)NC2CC2)CC1	-4	9	-5	-4	16	-14	97	-0.1	-0.3	-1
Cc1c(NC(=O)c2cccc(NC(=O)COc3ccc(C#N)cc3)c2)c(=O)n(-c2ccccc2)n1C	-2	-3	-2	-7	2	5	101	-0.3	-0.6	1
CCN(CC)S(=O)(=O)c1ccc(N2CCOCC2)c(NC(=O)c2sccc2C)c1	-3	11	-5	-19	-4	-6	97	-0.1	-1.3	1
O=C(N=C1c2ccccc2CN1c1cccc(Cl)c1)c1cccnc1	-10	1	-1	-1	-3	-1	99	-0.1	-3.2	-2
COc1cc([N+](=O)[O-])ccc1NC(=O)CC1SC(=Nc2ccc(F)cc2)N(CCC2=CCCCC2)C1=O (centres undefined)	5	-8	-3	1	2	-2	95	0.9	-1.0	-16
CC(C)NC(NC(=O)Cc1ccccc1)C(Cl)(Cl)Cl (centres undefined)	-10	6	-7	-21	0	-2	101	0.0	-0.4	-1
C[C@@H]1CN([C@H](C)CO)C(=O)CCCn2nncc2CO[C@H]1CN(C)Cc1ccccc1C(F)(F)F	1	11	.	1	0	8	101	0.4	-1.9	0
Cc1ccc2nc(-c3ccc(F)cc3)c(Cc3ccccn3)n2c1	.	-4	-7	.	1	2	100	0.0	-1.3	-5
N#Cc1c(SCC(=O)Nc2nc3ccccc3s2)sc2c(O)cc(=O)[nH]c12	-4	-11	-7	1	2	-5	106	-0.3	-0.3	0
O=C1C=C(c2ccc(Cl)c(C(F)(F)F)c2)C[C@@H](c2ccc(Cl)cc2)C1	-1	-7	-6	1	12	-5	108	0.0	-2.8	-5
N#CCCn1c(Cl)nc2ccccc21	2	-2	-7	-4	2	3	97	0.1	3.2	0
CC(C)[C@@H]1Cc2[nH]c(=S)[nH]c(=O)c2[C@H](CCc2ccccc2)O1	.	.	-5	.	6	7	102	0.0	1.2	.
CCOC(=O)Cn1c(=O)c(-c2ccccc2NC)nc2ccccc21	-1	7	.	8	-1	-2	105	-0.2	-0.2	1
CC(=O)Nc1cccc(N/C(N)=N/c2nc(C)cc(C)n2)c1	-15	2	-4	-7	-3	-1	99	-0.5	-1.0	1
O=C(c1sc2cccc(Cl)c2c1Cl)N1CCN(CCc2ccccn2)CC1	-15	0	-3	6	-7	-13	102	-0.1	1.7	2
CCOc1ccccc1OCCCNCc1ccco1	-10	2	-3	-10	4	-2	103	0.2	-1.6	3
CSc1ccc(CN(C)C(=O)c2cccc(S(=O)(=O)N3CCN(Cc4ccccc4)CC3)c2)cc1	-5	-26	-6	-24	3	2	92	1.2	0.6	-3
CCCC(C)(C)NC(=O)CCCCC(=O)NC(C)(C)CCC	-4	1	-4	-4	4	-4	94	-0.1	1.1	1
